MITF inh: blocks human microphthalmia-associated transcription factor. inhibition, % at 2.6 µM. O75030. AlphaScreen MITF homodimerization, bead proximity signal. AID 1259374. 650,000 compounds, 0.91% hits; in the data active = inhibition above about 50%;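 note: 0% = vehicle wells with protein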
Target sequence (O75030 whole entry, looked up): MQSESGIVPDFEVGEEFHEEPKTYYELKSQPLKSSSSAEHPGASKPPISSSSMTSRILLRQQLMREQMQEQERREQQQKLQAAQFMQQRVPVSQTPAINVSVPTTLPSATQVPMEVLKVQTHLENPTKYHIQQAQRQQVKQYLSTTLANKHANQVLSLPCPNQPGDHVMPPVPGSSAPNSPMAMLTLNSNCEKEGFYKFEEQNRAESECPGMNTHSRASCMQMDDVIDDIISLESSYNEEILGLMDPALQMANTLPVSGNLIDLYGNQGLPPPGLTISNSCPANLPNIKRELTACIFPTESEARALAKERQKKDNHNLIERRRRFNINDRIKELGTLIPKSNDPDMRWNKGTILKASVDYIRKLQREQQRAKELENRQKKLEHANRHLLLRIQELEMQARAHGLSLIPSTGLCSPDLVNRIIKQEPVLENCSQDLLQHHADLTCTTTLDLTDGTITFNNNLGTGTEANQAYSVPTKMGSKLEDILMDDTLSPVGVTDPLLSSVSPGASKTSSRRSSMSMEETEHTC
FBW7 activator: human FBW7 E3 ligase activation, primary screen. Q969H0. AlphaScreen FBW7–phospho-cyclin E peptide binding, activator screen. normalized activity (activation), % at 26.1 µM. 650,000 compounds, 0.13% hits. AID 1259310; in the data active = normalized activity above about 1.9%;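 note: purified mutant Fbw7 with reduced substrate affinity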
GPR151 activ: activators of human GPR151 | 650,000 compounds, 1% hits | activation, % at 11.2 µM | PathHunter beta-arrestin GPR151 cells, luminescence; in the data active = activation above about 4.9%;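 note: 0% = median of compound wells and 100% = cells with positive control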
Target sequence (Q8TDV0 whole entry, looked up): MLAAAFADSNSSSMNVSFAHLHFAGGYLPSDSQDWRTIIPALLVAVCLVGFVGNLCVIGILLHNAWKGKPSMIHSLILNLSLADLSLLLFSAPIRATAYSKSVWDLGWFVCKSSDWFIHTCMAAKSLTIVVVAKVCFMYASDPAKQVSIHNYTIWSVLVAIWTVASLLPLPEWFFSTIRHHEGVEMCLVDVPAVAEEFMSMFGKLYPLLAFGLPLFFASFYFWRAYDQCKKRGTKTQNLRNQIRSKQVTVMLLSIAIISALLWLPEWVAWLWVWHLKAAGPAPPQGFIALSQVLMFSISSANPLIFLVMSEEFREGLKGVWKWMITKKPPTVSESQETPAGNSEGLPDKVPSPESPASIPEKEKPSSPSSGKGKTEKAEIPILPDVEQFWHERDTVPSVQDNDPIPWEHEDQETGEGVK
TEAD-YAP inh: TEAD-YAP interaction inhibition | AID 1259422 | inhibition, % at 9.12 µM | 640,000 compounds, 1.4% hits | HEK-TIYL cells, TEAD-Gal4/YAP UAS-luciferase luminescence; in the data active = inhibition above about 32%;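 note: 0% = median of test compound wells and 100% = reference inhibitor wells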
* marks the source's active call; other numbers are inactive results; . = not tested or not shown. Random draw from the library; overall some 3.4% were active at least once.

The first two records, to show the layout:
structure,MITF inh,FBW7 activator,GPR151 activ,TEAD-YAP inh
CCC(C)(C)C1CCC2(CC1)SCC(=O)N2c1ccc(Cl)cc1 (stereo unspecified),-10,0.2,-1.6,4
Cc1ncc([N+](=O)[O-])n1CCSc1nc2ccccc2[nH]1,0,-0.2,-0.1,3

The list itself, from the start:
structure,MITF inh,FBW7 activator,GPR151 activ,TEAD-YAP inh
CCC(C)(C)C1CCC2(CC1)SCC(=O)N2c1ccc(Cl)cc1 (stereo unspecified),-10,0.2,-1.6,4
Cc1ncc([N+](=O)[O-])n1CCSc1nc2ccccc2[nH]1,0,-0.2,-0.1,3
CCCNc1ncnc2nc(N3CCN(Cc4ccc5c(c4)OCO5)CC3)[nH]c12,1,-0.2,-0.1,-8
CCC(C)NC(=O)CSc1nc2ccsc2c(=O)n1CCCCCC(=O)O (stereo unspecified),8,0.3,-0.3,2
Cc1ccc(C(=O)NN2C(=O)CSC2=S)cc1,-19,-0.2,1.6,6
CCc1ccc(NC(=O)CN2C(=O)C(C)SC(C)C2=O)cc1 (stereo unspecified),11,0.7,-1.4,12
O=C(CCC1CCN(C(=O)CCc2cnccn2)CC1)NCc1ccc(F)cc1,0,0.0,0.5,-2
O/N=C\c1ccc(-c2ccc(Cl)cc2)o1,6,0.3,-0.8,-30
CC(NC(=O)C(=O)NN=C1CCCC1)c1ccccc1 (stereo unspecified),4,0.1,0.4,0
O=C1CC(c2ccccc2Cl)CC2=C1C(c1ccc3c(c1)OCO3)Nc1ccccc1N2 (stereo unspecified),2,0.0,-0.8,-12
O=C1CSC(=S)N1/N=C/c1cc(Br)ccc1O,44,-1.1,-0.4,2
CC1=Nc2cc(C(=O)N3CCOCC3)ccc2Sc2ccc(Cl)cc21,2,-0.2,0.4,-6
CCCOc1ccc(/C(O)=C2\C(=O)C(=O)N(c3nc(C)c(C(=O)OC)s3)C2c2ccccc2F)cc1C (stereo unspecified),0,0.1,0.0,-23
O=C(O)C1C2C=CC(O2)C1C(=O)Nc1ccc([N+](=O)[O-])cc1 (stereo unspecified),-13,-0.4,0.6,3
CCOC(=O)C1=C(C)NC2=C(C(=O)CCC2)C1c1ccc(Cl)cc1Cl (stereo unspecified),8,0.1,0.1,-4
COCC(=O)Nc1ccccc1Br,0,-0.1,0.8,-1
Cn1nnc(NC(=O)c2ccc3ccccc3c2)n1,-8,0.1,-0.5,-30
Cc1cc(C)nc(NS(=O)(=O)c2ccc(NC(=O)C(C)Oc3ccc(Cl)cc3Cl)cc2)n1 (stereo unspecified),-6,-0.1,1.9,-9
O=c1cc(-c2ccncc2)[nH][nH]1,13,0.1,-1.0,4
CC(=O)N1CN(Cc2ccncc2)Cc2c1sc1c2CCCC1,-11,0.0,1.1,-6
C=CCC(Nc1ccc(Cc2ccc(NC(CC=C)c3ccc(C)cc3)cc2)cc1)c1ccc(C)cc1 (stereo unspecified),3,-0.1,0.0,4
CCC(Sc1nnc(-c2ccc(F)cc2)c(-c2ccc(F)cc2)n1)C(=O)NC1CCCC1 (stereo unspecified),5,0.1,-0.1,-2
COC(=O)CCCCCn1c(C)cc(C(=O)CCl)c1C,20,0.0,-0.7,-1
COc1ccccc1N(CC(=O)NCCc1ccccc1)S(=O)(=O)c1ccc(C)cc1,0,0.0,1.2,-5
O=C(NN1C(=O)c2ccccc2NC1c1ccccn1)c1ccccc1 (stereo unspecified),-5,-0.1,0.7,-5
COc1cccc(C2CC(C(F)(F)F)n3ncc(C(=O)NC(C)(C)C)c3N2)c1 (stereo unspecified),7,0.4,1.6,5
O=C1NC2(CCN(C(=O)C3CCCC3)CC2)Oc2ccccc21,-2,0.0,0.8,0
Cc1cc(S(=O)(=O)NCCc2ccc(S(N)(=O)=O)cc2)ccc1Br,14,0.0,-0.3,0
Cc1cc(C)cc(N(C(C)C(=O)Nc2ccc(Cl)cc2)S(C)(=O)=O)c1 (stereo unspecified),-5,-0.3,-1.2,-11
O=C(CN1N=C(c2ccc(Cl)cc2)CCC1=O)NCc1ccccc1Cl,-6,-0.1,1.6,6
COc1ccc(S(=O)(=O)Nc2ccc(OC)c(OC)c2)cc1C,5,0.0,-0.3,26
COc1ccccc1C(=O)Nc1ccc(Br)c(C)c1,5,0.5,-1.3,-89
CCOC(CNC(=O)c1c(OC)cccc1OC)(OCC)c1ccccn1,3,-0.2,2.5,2
O=C(Nc1ncnc2c1CCC2)c1ccc(Oc2ccccc2)cc1,-2,0.2,0.1,9
O=C(N[C@H]1C[C@H]2C(=O)N3CCC[C@@H]3C(=O)N2C1)c1ccccc1Cl,4,0.1,-0.6,2
O=C1CN(C(=O)CCCOc2cccc(Br)c2)c2ccccc2N1,4,0.0,0.6,3
Nc1nc(SCC(=O)N2c3ccccc3Sc3ccccc32)n[nH]1,1,-0.1,0.5,4
CN1CCN(c2ccc(CNS(=O)(=O)c3cn(C)cn3)cc2)CC1,13,0.2,-0.6,4
O=C(CSc1nc(=O)[nH]c2c1CCCC2)c1ccc(Cl)cc1,4,-0.1,-0.3,-4
Cc1ccn2c(CNCCCN3CCOCC3)c(C(=O)N3CCCCCC3)nc2c1,13,0.1,-0.6,-2
CCOCCCNC(=O)c1ccc(Cn2c(=O)[nH]c3ccsc3c2=O)cc1,6,-0.1,0.7,-7
C(=C\c1ccc2ccccc2n1)/c1ccc(/C=C/c2ccc3ccccc3n2)cc1,7,0.2,0.4,4
Cc1ccc2c(C)nc(N3CCC(C(=O)NC(C)(C)C)CC3)nc2c1,-4,-0.2,0.8,3
O=C(c1ccc2nc(NC(=O)C34CC5CC(CC(C5)C3)C4)sc2c1)N1CCCCC1,0,0.0,1.0,10
O=C1c2cccnc2C(=O)N1CCc1ccc(S(=O)(=O)N2CCCc3ccccc32)cc1,-2,0.1,-2.7,-7
O=C(CCCSc1ccc(F)cc1)Nc1nc(-c2ccccn2)cs1,1,-0.9,-1.1,27
COC(=O)c1c(NC(NC(=O)c2cccc(Cl)c2)(C(F)(F)F)C(F)(F)F)sc2c1CCCC2,22,-0.2,-1.0,4
O=C(O)C1(c2ccccc2)CC/C(=N/O)C1 (stereo unspecified),6,0.0,-0.4,3
CC(=O)n1cc(/C=C/C=O)c2ccccc21,-2,-0.1,0.5,18
O=[N+]([O-])c1ccc(Oc2ccc(S(=O)(=O)/C=C/c3ccccc3)cc2)cc1,-6,0.0,2.6,17
O=C(Nc1cc(C(=O)N2CCN(c3ccccc3Cl)CC2)ccc1N1CC2CC(C1)c1cccc(=O)n1C2)c1ccc(F)cc1 (stereo unspecified),-8,-0.1,2.8,-1
COC(=O)C1=CN(C)C=C(C(=O)OC)C1c1ccsc1,7,-0.1,-1.0,-8
CCCCCCC[C@H](O)/C=C/[C@H]1[C@H](O)CC(=O)[C@@H]1C/C=C\CCCC(=O)O,2,.,-0.2,.
O=C(NCc1ccc(N2CCCC2=O)cc1)Nc1ccc([N+](=O)[O-])cc1,-3,0.1,0.7,-13
CC1=C(C(=O)Nc2ccccc2F)C(c2ccc(N(C)C)cc2)C2=C(CCCC2=O)N1 (stereo unspecified),0,1.8,-0.9,-2
N#CCC(=O)N/N=C/c1cn(Cc2ccccc2)c2ccccc12,1,0.1,-0.2,6
CC1=CN2C(=N)/C(=C/c3cc(C)n(-c4ccccc4C)c3C)C(=O)N=C2S1,11,-0.1,-0.4,-14
Cc1cc(NCCc2ccccc2)n2c(nc3ccccc32)c1C#N,2,-0.1,0.7,9
CC(C)Oc1ccc(C(=O)Nc2ccc(-c3nc4cc(Cl)cc(Cl)c4o3)cc2)cc1,4,0.0,0.5,5
COc1ccc(-c2nnc(SCc3nc4ccccc4c(=O)[nH]3)n2C)cc1,15,0.0,0.8,-5

One compound at a time (already shown). Values in the order: MITF inh, FBW7 activator, GPR151 activ, TEAD-YAP inh
CCC(C)(C)C1CCC2(CC1)SCC(=O)N2c1ccc(Cl)cc1 (stereo unspecified) as listed: -10, 0.2, -1.6, 4
COCC(=O)Nc1ccccc1Br as listed: 0, -0.1, 0.8, -1
O=C1CSC(=S)N1/N=C/c1cc(Br)ccc1O as listed: 44, -1.1, -0.4, 2

A second format for two compounds above:
compound: O=C1CN(C(=O)CCCOc2cccc(Br)c2)c2ccccc2N1
  MITF inh: 4
  FBW7 activator: 0.0
  GPR151 activ: 0.6
  TEAD-YAP inh: 3

compound: Nc1nc(SCC(=O)N2c3ccccc3Sc3ccccc32)n[nH]1
  MITF inh: 1
  FBW7 activator: -0.1
  GPR151 activ: 0.5
  TEAD-YAP inh: 4

The listing continues:
Sequence of screens – MITF inh, FBW7 activator, GPR151 activ, TEAD-YAP inh
CC(=O)Nc1cccc(NC(=O)c2ccc(NC(=O)C(C)C)cc2)c1
→ 7, 0.1, 1.1, -27
NC(=O)c1ccccc1NC(=O)Nc1ccccc1C(F)(F)F
→ 17, 1.1, -0.5, 4
CC(C)c1ccc(CNC(=O)c2ccccc2F)cc1
→ 6, 0.4, 0.0, -55
Cn1ncc2c(NCCO)nc(N3CCN(c4cccc(Cl)c4)CC3)nc21
→ 7, 0.1, 2.5, 9
O=C(COC(=O)/C=C/c1cccc(C(F)(F)F)c1)NNC(=O)c1ccccc1
→ 1, -0.1, -1.2, 9
COc1ccccc1OCCNC(=O)c1cc(C(F)(F)F)cc(C(F)(F)F)c1
→ 12, 0.1, 2.1, 4
N#Cc1ccccc1OCc1ccc(C(=O)O)cc1
→ -5, 0.1, -0.6, 5
O=C1CC(C(=O)Nc2ccc(Br)cc2)C2(CCCCC2)O1 (stereo unspecified)
→ -5, 0.1, 1.4, 8
CCN(CC(=O)NCc1ccc(F)cc1)C(=O)C1CCN(C(=O)Nc2ccccc2)CC1
→ 2, 0.0, 1.9, -9
COC(=O)Cc1c(C)nc2nc(NCc3cccs3)[nH]n2c1=O
→ 12, 0.4, 0.5, 7
CN(CC(=O)Nc1cccnc1)S(=O)(=O)c1ccc2c(c1)SCC(=O)N2
→ -18, 0.2, 1.4, 0
O=c1[nH]c(=O)n(-c2ccccc2)c(O)c1C=NCCc1c[nH]c2ccccc12
→ -1, -0.2, 0.1, -3
CC1CCCC/C1=N\NS(=O)(=O)c1ccc(Br)cc1 (stereo unspecified)
→ -9, 0.2, -1.5, -12
COCCNC(=O)c1cccc(OC2CCN(C(C)Cc3ccccc3F)CC2)c1 (stereo unspecified)
→ -2, -0.1, 1.1, 8
COc1cccc(NC(=O)CCC2CCN(C(=O)C3=CCCCC3)CC2)c1
→ 4, 0.4, 0.3, -19
COc1ccc(C)cc1S(=O)(=O)NCc1ccc2c(c1)OCO2
→ 1, -0.1, 3.8, 6
COc1cc(/C=N/NC(=O)Cc2cccc3ccccc23)cc(OC)c1OC
→ -9, 0.0, 0.2, 3
O=C(OCC(=O)c1c[nH]c2ccccc12)c1cc(Br)ccc1O
→ 2, -0.1, -0.1, -10
CC(C)C(=O)Nc1ncc(Cc2cccc(Cl)c2Cl)s1
→ 14, 1.5, -1.2, 2
CSc1ncc(C(=O)Nc2ccc(Br)cn2)c(C)n1
→ 4, -0.1, 0.0, -15
O=C1C2C3C=CC(CC3)C2C(=O)N1c1cccc(I)c1 (stereo unspecified)
→ 2, -0.1, 2.9, 9
COc1ccccc1OCc1cccc(C(=O)NCC(C)C)c1
→ 6, -0.1, -0.8, -36
COC(CNC(=O)c1cc2c(=O)[nH]c3ccc(C)cc3c2s1)OC
→ 24, 0.6, -0.7, -6
Clc1ccc(Cl)c(N2N=C(/C=C/c3ccccc3)CC2c2ccccc2)c1 (stereo unspecified)
→ -2, 0.8, 0.2, 2
CCC(=O)Nc1cc(C)nn1-c1nc2c(c(=O)[nH]1)CCC2
→ 2, 0.0, -0.3, 3
COc1ccc(-n2c(SCc3cc(=O)oc4cc(O)ccc34)nc3ccsc3c2=O)cc1
→ 7, -0.2, -1.6, 10
COc1ccc(-n2nnc3c(SCC(=O)Nc4cccc(C)c4)ncnc32)cc1
→ 19, -0.1, 0.3, 0
Cc1ccc(S(=O)(=O)NC2=NCN(c3ccc(Cl)cc3)CN2)cc1[N+](=O)[O-]
→ 47, 0.1, -0.5, -1
CCCc1ccc(OCC(=O)Nc2sc3c(c2C(=O)OCC)CCC(C(C)(C)C)C3)cc1 (stereo unspecified)
→ 3, -0.1, -1.0, -3
O=C(NCC(=O)N1CCN(Cc2ccccc2)CC1)c1ccc(Br)cc1
→ 8, 0.2, 0.2, 5
CN(C)N1C(N)=C(C#N)C(c2ccc(F)cc2)C2=C1CCCC2=O (stereo unspecified)
→ 20, 1.0, -0.9, 12
CC(=O)c1cccc(NC(=O)C(=O)NCc2ccc3c(c2)OCO3)c1
→ -1, 0.4, 4.8, 4
Nc1ccc2nc(/C=C/c3ccccc3)[nH]c2c1
→ 10, 0.2, -9.2, 15
Cc1ccc(C)c(OCCCCNCCO)c1
→ -4, -0.1, -0.7, -3
CC1(C)CC(NC(=O)c2ccccn2)CC(C)(C)N1O
→ 18, 0.5, 3.7, 5
O=C(Nc1cccs1)N1CCC2(CC1)OCc1ccccc1O2
→ 16, 0.1, 0.1, 13
COc1ccccc1-c1nnc(SCC(C)=O)n1C
→ -2, -0.1, 0.0, 6
O=C(CC(O)(C(F)(F)F)C(F)(F)F)Nc1ccccc1Br
→ 10, 1.2, -0.3, -8

Screens as filed in PubChem BioAssay.
